Hck-Nef inh: inhibitors of Nef-activated human Hck kinase, primary screen, biochemical, Z-Lyte FRET, 384-well, Hck-YEEI. 220,000 compounds, 0.68% hits. Recombinant Hck-YEEI plus Nef, Z-Lyte FRET kinase assay. inhibition, % at 20 µM. Tyrosine-protein kinase HCK (Homo sapiens), P08631. AID 463187, 2010;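 active = Hck-Nef kinase inhibition above about 50%, limit read from the data; inactive = inhibition below that limit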;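 note: 0% = DMSO with Hck plus Nef and 100% = Hck alone without Nef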
FXIIa inh 1536: human FXIIa protease inhibitors, primary screen, biochemical, 1536-well; 220,000 compounds, 0.3% hits; AID 800, 2007; purified FXIIa, Boc-QGR-AMC fluorogenic substrate, 2 h; inhibition, % at 5 µM; in the data active = inhibition above about 40%;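 note: 0% = enzyme with no compound and 100% = blank without enzyme; many of its hits are not listed in these tables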
KLK5 inh: human KLK5 protease inhibitors, primary screen, biochemical, 1536-well; Kallikrein-5 (Homo sapiens), Q9Y337; AID 873, 2007; recombinant hK5, fluorogenic AMC substrate cleavage; 210,000 compounds, 0.59% hits; inhibition, % at 5 µM;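 active = inhibition of 40% or more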;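 note: 0% = enzyme controls without compound and 100% = no-enzyme blanks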
Runt-CBFb FRET: inhibitors of RUNX1 Runt–CBFb binding, primary screen, biochemical, FRET, Cerulean-Runt, Venus-CBFb, uHTS. Runt-related transcription factor 1 (Homo sapiens) + Core-binding factor subunit beta …. Cerulean-Runt/Venus-CBFb FRET ratio 530/480, 1 h. inhibition, % at 20 µM. 220,000 compounds, 0.46% hits. AID 1496, 2009;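 active = inhibition over about 50% at 20 µM in the single-dose screen, limit read from the data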;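 note: 0% = DMSO wells and 100% = excess unlabeled CBFb competitor control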
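Reagent – Venus-CBFb binding partner, 100 nM · Assay system – Cerulean-tagged RUNX1 Runt domain (FRET donor) fusion protein · Input – 100 nM per protein · Incubation – two 1 h room-temperature incubations shielded from light · Measured by – FRET fluorescence · Medium – Tris buffer pH 7.5 with salts and BSA · Benchmarks – unlabeled CBFb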
FXIa inh 1536: human FXIa protease inhibitors, primary screen, biochemical, 1536-well | AID 798, 2007 | purified FXIa, Boc-Glu-Ala-Arg-AMC fluorogenic substrate | inhibition, % at 5 µM | 220,000 compounds, 0.14% hits;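 active = inhibition of at least 40%; inactive = inhibition below 40%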;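 note: fluorescence of freed AMC excited at 355 nm; 0% = enzyme without compound and 100% = no enzyme blank; many of its hits are not listed in these tables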
Wee1 degr inh: Wee1 degradation inhibitors, primary screen, cell-based, HeLa, Wee1K328M-luciferase, luminescence. reporter increase, % at 5 µM. HeLa Luc-Wee1K328M stability; 100% = proteasome inhibitor MG132 effect. 220,000 compounds, 1.2% hits. Wee1-like protein kinase (Homo sapiens), P30291;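 active = activation above the mean of all tested compounds plus 3 SD, set per screening run, cut at about 8.8% in these data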;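 note: cells exposed to compound for 20 h before luminescence read; 0% = DMSO alone and 100% = MG132 at 30 µM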
Target sequence (P30291 whole entry K328M): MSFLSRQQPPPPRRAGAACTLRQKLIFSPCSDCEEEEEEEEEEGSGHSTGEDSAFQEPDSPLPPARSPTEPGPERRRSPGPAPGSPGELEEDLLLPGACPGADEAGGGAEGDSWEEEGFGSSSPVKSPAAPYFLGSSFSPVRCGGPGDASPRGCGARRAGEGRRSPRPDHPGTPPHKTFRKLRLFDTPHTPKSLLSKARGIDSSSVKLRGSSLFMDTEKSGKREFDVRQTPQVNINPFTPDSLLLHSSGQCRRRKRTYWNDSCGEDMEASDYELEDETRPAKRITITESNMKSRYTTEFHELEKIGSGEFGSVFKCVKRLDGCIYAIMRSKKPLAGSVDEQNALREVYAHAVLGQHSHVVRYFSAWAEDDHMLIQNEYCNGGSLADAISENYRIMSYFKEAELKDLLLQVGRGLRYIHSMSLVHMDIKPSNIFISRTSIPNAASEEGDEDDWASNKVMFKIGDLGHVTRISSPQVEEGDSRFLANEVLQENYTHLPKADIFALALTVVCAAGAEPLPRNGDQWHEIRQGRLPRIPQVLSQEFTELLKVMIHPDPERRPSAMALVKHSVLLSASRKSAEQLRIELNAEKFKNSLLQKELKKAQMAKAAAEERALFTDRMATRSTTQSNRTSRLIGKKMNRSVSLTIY
Thrombin inh: human alpha-thrombin inhibitors, primary screen, counter-screen for coagulation protease inhibitor project, biochemical, 1536-well, fluorogenic AMC substrate; Boc-VPR-AMC fluorogenic substrate cleavage; inhibition, % at 5 µM; 220,000 compounds, 0.26% hits; AID 1046, 2008;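 active = inhibition at or above 40%; inactive = inhibition below 40%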;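 note: 0% = enzyme with no compound and 100% = wells without enzyme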
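Material: human alpha-thrombin enzyme / Medium: pH 7.5 Tris (50 mM) with NaCl 150 mM, Tween 20 0.05% / Compound: single-point dosing at 5 µM, 0.2% DMSO / Incubation: enzyme reaction carried out at room temperature / Detection: AMC fluorescence, 355/460 nm / Read-out basis: percent inhibition scaled between no-compound controls and no-enzyme blanks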
14-3-3 Bad PPI: inhibitors of 14-3-3 zeta/Bad binding, primary screen, biochemical, TR-FRET, bovine 14-3-3 zeta. 14-3-3 protein zeta/delta (Bos taurus), P63103. TR-FRET 14-3-3zeta/Dy647-pBad peptide displacement, 1 h. inhibition, % at 21.7 µM. 220,000 compounds, 0.71% hits. AID 781, 2007;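 active = inhibition above about 70%, limit read from the data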;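 note: 0% = full 14-3-3 plus peptide FRET controls and 100% = background without 14-3-3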
Target sequence (P63103 whole entry, looked up): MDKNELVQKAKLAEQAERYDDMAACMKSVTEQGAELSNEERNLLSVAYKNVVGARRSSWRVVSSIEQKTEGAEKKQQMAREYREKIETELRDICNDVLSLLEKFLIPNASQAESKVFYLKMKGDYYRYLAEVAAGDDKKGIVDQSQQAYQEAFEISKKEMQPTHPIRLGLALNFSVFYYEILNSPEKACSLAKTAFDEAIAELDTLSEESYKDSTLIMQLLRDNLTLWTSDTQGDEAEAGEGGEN
Runt-SMMHC FRET: inhibitors of RUNX1 Runt–CBFb-SMMHC binding, primary screen, biochemical, FRET, Cerulean-Runt, Venus-CBFb-SMMHC, uHTS. Cerulean-Runt/Venus-CBFb-SMMHC FRET ratio 530/480, 1 h. inhibition, % at 20 µM. 220,000 compounds, 0.74% hits;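 active = mean inhibition across duplicate retests at 20 µM reaching about 50%, limit read from the data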;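 note: 0% = DMSO wells and 100% = wells with excess untagged CBFb-SMMHC; inhibitors lower the FRET ratio by blocking Runt binding to CBFb-SMMHC; some results filed as inactive read as strong as hits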
* marks the source's active call; other numbers are inactive results; / = not tested or not shown; [ ] = another dose, or the depositor's remark. Outcome played no part in choosing rows; 4.2% or so of the library scored in one or more.

SMILES | Hck-Nef inh | FXIIa inh 1536 | KLK5 inh | Runt-CBFb FRET | FXIa inh 1536 | Wee1 degr inh | Thrombin inh | 14-3-3 Bad PPI | Runt-SMMHC FRET
CC1(C)CC(=O)c2cc(OCC(=O)NCCCN3CCN(c4ccccc4F)CC3)ccc2O1 | 0 | 2 | 2 | -4 | -4 | 0 | -4 | -12 | 2
CN(CCO)S(=O)(=O)c1ccc2c(c1)C(=NO)c1cc(S(=O)(=O)N(C)CCO)ccc1-2 | 19 | -1 | -4 | -3 | -8 | 1 | -7 | -8 | -4
Cc1cc(OCCSc2nnc(-c3cccs3)n2C)ccc1Cl | -10 | 14 | -14 | -6 | 4 | -2 | 5 | 10 | -6
Cc1[nH]nc(-c2ccc(O)c(C)c2O)c1Oc1ccccc1 | 1 | 6 | -19 | 0 | 5 | 2 | 1 | 9 | -6
C=CCOC(=O)Nc1c(C(=O)OC)[nH]c2ccc(Cl)cc12 | 3 | 7 | -5 | -2 | -5 | -2 | -1 | 1 | -8
CCOc1ccc2c(O)csc2c1 | 0 | 4 | 0 | 3 | 6 | -1 | -6 | -8 | 2
COC(=O)CNC(=O)CCCCC(=O)NCC(=O)OC | 0 | 10 | -1 | -1 | 2 | -1 | -1 | -10 | -2
O=C(CSc1nnc(-c2ccc(C(F)(F)F)cn2)s1)c1ccc(Cl)cc1 | 36 | 4 | 4 | 2 | 8 | 0 | -2 | -5 | 2
Cc1cc2c(cc1C)-c1nnnn1C(C)(C)C2 | 3 | 10 | -10 | 1 | 4 | 2 | 1 | 3 | 2
CN(Cc1ccccc1)c1nc2c(c(=O)[nH]c(=O)n2C)n1Cc1ccccc1 | 0 | 8 | -1 | -1 | -1 | 0 | 4 | -7[fluorescence artefact?] | 4
CN1OC(COC(=O)c2ccc(Cl)cc2Cl)CC1c1ccccc1 (centres undefined) | 0 | 10 | 1 | / | -2 | -1 | -3 | 3 | 2
O=C(/C=C/c1ccccc1[N+](=O)[O-])NCc1cccnc1 | 1 | 3 | -7 | 0 | -5 | -2 | -9 | -2 | -3
Cn1c(SCC(=O)c2ccccc2)nnc1-c1cccc(N)c1 | -4 | 106* | 60* | 4 | 15 | -1 | 6 | 16 | 1
Cc1nc(SCC(O)CO)c([N+](=O)[O-])[nH]1 (centres undefined) | -21 | 10 | -1 | 0 | 2 | -3 | -3 | 43 | -1
Cc1ccc(SCC(=O)NCCN2C(=O)CSC2=O)c(C)c1 | -1 | 11 | -31 | 0 | 4 | 0 | 2 | 1[fluorescence artefact?] | -11
CCC1=NN(C(=O)c2cccnc2)C(O)(C(F)(F)F)C1 (centres undefined) | 3 | 10 | -17 | -2 | 6 | -3 | -10 | -9[fluorescence artefact?] | -2
Cc1ccc(-n2c(N)c(-c3nc4ccccc4n3C)sc2=S)cc1 | -1 | -4 | -7 | 40 | -7 | 0 | -5 | 1[fluorescence artefact?] | 0
COc1ccc(C2C/C(=N\O)C(C)(C)O2)cc1 (centres undefined) | 1 | 10 | -17 | -8 | 1 | 0 | -2 | 7 | -16
C=CCn1c(SCC(=O)Nc2cc(C)on2)nc2sc3c(c2c1=O)CCCC3 | 9 | 10 | 10 | -1 | 2 | 0 | 1 | 10 | -2
Cc1ccc(Nc2nc(N)nc(CN3CCN(Cc4ccc5c(c4)OCO5)CC3)n2)cc1Cl | 2 | 20 | -27 | -4 | 7 | 0 | 5 | 7 | 1
COc1cc(C(=O)N2CCN(C(=O)CC(C)C)CC2)cc(OC)c1OC | -8 | 0 | 2 | 2 | -6 | 1 | -6 | 0 | 2
O=C(Nc1ncc(Cc2ccc(SC(F)F)cc2)s1)c1ccc(OC(F)F)cc1 | 2 | 8 | -13 | 0 | 1 | -1 | -6 | -13 | -8
Cc1c(-c2cccc(Cl)c2)nc2ccccc2c1C(=O)OC/C(O)=C(\C#N)c1nc2ccccc2[nH]1 | 32 | 5 | -1 | 23 | -1 | 0 | 0 | -24 | 54*
COc1ccc2[nH]c(=O)c(COC(=O)c3ccco3)cc2c1 | 1 | 4 | -17 | 1 | -2 | 4 | 2 | 1 | -4
CC(C)(C)n1nc2c(c1NC(=O)c1ccc(Br)o1)CS(=O)C2 (centres undefined) | 1 | 33 | 1 | 2 | 21 | -2 | 3 | 11 | 2
COc1ccc(N(CC(=O)N/N=C/c2ccc(OC3CSC3)cc2)S(=O)(=O)c2ccccc2)cc1 | 3 | 9 | -9 | 0 | 2 | 3 | -5 | 4[fluorescence artefact?] | -28
CCOc1cc(CN2CCOCC2)cc(C(C)=O)c1 | -1 | 1 | -11 | 2 | -10 | 1 | 16 | 33 | 6
Cc1ccc(C2CC(=O)NC(SCC(N)=O)=C2C#N)s1 (centres undefined) | -20 | -6 | -15 | -3 | -6 | -1 | -2 | -2 | 0
CC(C)NC(=O)c1ccccc1NC(=O)CCS(=O)(=O)Cc1ccccc1 | 1 | 6 | 2 | 0 | 1 | -3 | 1 | -7[fluorescence artefact?] | -2
Nc1nc(NC(=O)c2cccnc2)nn1-c1ccccc1 | 1 | 8 | 18 | 1 | 3 | -2 | 3 | 14 | -2
Cc1c(C(=O)OCC(=O)Nc2ccc(C(N)=O)cc2)cccc1[N+](=O)[O-] | -17 | 6 | -1 | 0 | -2 | -1 | -2 | -1 | -3
CC1=NNC(=O)c2ccccc2O1 | 7 | 10 | 0 | 2 | 0 | 0 | -1 | -1 | 1
Cc1ccc(C2CC2c2n[nH]c(=S)n2-c2cccc(C)c2)cc1 (centres undefined) | 18 | 2 | -4 | 4 | -6 | 1 | 0 | -10 | 15
CCOC(=O)C1CCCN(C2CCN(Cc3nc(Cc4ccccc4)no3)CC2)C1 (centres undefined) | 0 | 5 | -5 | 0 | 2 | -1 | 0 | -18 | -2
CCCCCC/C(=N/O)c1ccccn1 | 0 | 15 | -11 | -1 | 2 | -1 | 0 | -3 | 2
Cc1cc(C)c2nc(N3CCCC(C(=O)N4CCC(C(N)=O)CC4)C3)sc2c1 (centres undefined) | 1 | 24 | -4 | 0 | 18 | -2 | -5 | 10[fluorescence artefact?] | 1
CC(Oc1ccccc1)C(=O)OCC(=O)NC(=O)NCc1ccco1 (centres undefined) | -3 | 6 | -12 | 0 | -6 | 1 | -3 | -4 | 3
Fc1cnc(N2CCOCC2)nc1N1CCOCC1 | -10 | 13 | / | -1 | 4 | 0 | 0 | -5 | 5
Cc1c(-c2ccc(Cl)cc2)[n+](=O)c(-c2ccccc2)cn1[O-] | 0 | 7 | 0 | 0 | 12 | -2 | -5 | -7 | -2
COc1ccc(C(=O)C2CCN(S(=O)(=O)c3ccc4c(c3)OCCO4)CC2)cc1 | 1 | -3 | 2 | 2 | -1 | 5 | -8 | -3 | -1
Nc1ccn(-c2ccccc2)c(=O)c1 | -1 | 9 | 5 | -1 | 1 | 1 | 2 | -1[fluorescence artefact?] | 4
CN(C(=O)c1ccc(C#N)cc1)c1nnc(-c2ccccn2)s1 | 11 | 5 | -13 | 2 | -4 | -2 | -4 | -7 | 1
O=C(CNc1ccc(Cl)cc1)c1ccc(Br)cc1 | -29 | / | 0 | 0 | -3 | -1 | -3 | -6 | -3
CN(C)c1nc(N)nc(CSc2nnnn2-c2ccccc2)n1 | -1 | 4 | 5 | -1 | -5 | 3 | 0 | -1 | -1
CCn1c(-c2csc(C(C)C)c2)n[nH]c1=S | 6 | -1 | -12 | 10 | -5 | -3 | -8 | -2 | 18
CC1CCN(Cc2ccc(NC(=O)CC3Oc4ccccc4NC3=O)cc2)CC1 (centres undefined) | 1 | 10 | -22 | 0 | 2 | -3 | -3 | -3 | 1
Cc1cc(C)n(-c2ccc3nncn3n2)n1 | 28 | 8 | -4 | 3 | 0 | -2 | -9 | -15 | -3
CCCCC(CC)CNC(=O)CCS(=O)(=O)c1cccc2nsnc12 (centres undefined) | -2 | 3 | -1 | -2 | 1 | 0 | -3 | 5 | -4
COc1ccc(CCN2C(=O)N(c3ccc(OC)cc3)C(=O)C2CC(=O)Nc2ccc(OC)cc2)cc1 (centres undefined) | 27 | 5 | 0 | 0 | 1 | -2 | -4 | 3 | -4
CCOCC(=O)Nc1c(C(=O)OCC)oc2ccccc12 | 12 | 15 | -13 | -2 | -13 | 1 | -4 | 3 | 2
Remaining list, next part:
SMILES | Hck-Nef inh | FXIIa inh 1536 | KLK5 inh | Runt-CBFb FRET | FXIa inh 1536 | Wee1 degr inh | Thrombin inh | 14-3-3 Bad PPI | Runt-SMMHC FRET
CCOCCN(C(=O)c1ccccc1Cl)c1ccccc1 | 15 | 14 | 1 | -1 | 0 | 1 | -5 | 0 | 2
CSc1ccccc1NC(=S)Nc1cc(C)cc(C)c1 | 3 | 2 | 0 | 0 | -2 | 1 | 1 | -6 | 1
Cc1c(Cl)cccc1NC(=S)NCCN1CCOCC1 | 4 | 7 | -13 | 0 | 8 | -1 | -4 | -9[fluorescence artefact?] | 1
Cc1ccc(C(C)n2cc(C(=O)NCc3ccncc3)nn2)cc1 (centres undefined) | -21 | -1 | 0 | -3 | -9 | -2 | -6 | 2 | 0
O=[N+]([O-])c1cccc(C(=S)N2CCN(c3ccc(F)cc3)CC2)c1 | 23 | -7 | -25 | 19 | -8 | 0 | -2 | -5 | 2
COc1ccc(N2CCN(C(=O)C3CCN(S(=O)(=O)c4ccc(C)cc4)CC3)CC2)cc1 | -18 | -4 | 2 | 0 | 1 | 1 | -3 | 1 | -1
CSc1ncccc1C(=O)OCC(=O)N(C)C1CCS(=O)(=O)C1 (centres undefined) | 1 | 9 | -22 | -1 | 1 | 3 | -1 | 7[fluorescence artefact?] | -1
CCCn1c(-c2ccc[nH]c2=O)nc2cc(C)c(C)cc21 | 2 | 6 | / | 1 | 1 | 2 | -1 | 5 | -5
Oc1ccc(/C=N/n2cnn(Cc3ccccc3Cl)c2=S)c(O)c1 | 8 | 5 | 4 | 32 | 4 | 1 | -7 | 1 | 12
Cc1ccc(OCc2ccc(C(=O)N3CCOCC3)cc2)cc1C | 6 | -10 | -2 | -4 | 2 | 3 | -16 | 10[fluorescence artefact?] | -2

Screening results (PubChem)
